Source: PubChem
KDM4E inh = blocks human JMJD2E demethylase activity. Potency, µM (top dose mostly 57.1 µM), for inactives: at the top dose activity change, negative = inhibition, actives largely listed as inhibitors. JMJD2E catalytic domain, FDH-coupled NADH fluorescence (FDH is formaldehyde dehydrogenase). 230,000 tested, 1.6% active; active = well fitted inhibition curve with a large enough effect, not every such curve was filed as active; inconclusive = small, poorly fitted or top-dose-only effect, or another doubt; inactive = no such curve, though single readings can be large or run the other way;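 note: 0% = wells with enzyme and -100% = buffer wells without enzyme; nearly all actives have a fitted effect of over 50% in size; many of its hits are not listed in these tables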
Target sequence (B2RXH2 1-337 limits assumed): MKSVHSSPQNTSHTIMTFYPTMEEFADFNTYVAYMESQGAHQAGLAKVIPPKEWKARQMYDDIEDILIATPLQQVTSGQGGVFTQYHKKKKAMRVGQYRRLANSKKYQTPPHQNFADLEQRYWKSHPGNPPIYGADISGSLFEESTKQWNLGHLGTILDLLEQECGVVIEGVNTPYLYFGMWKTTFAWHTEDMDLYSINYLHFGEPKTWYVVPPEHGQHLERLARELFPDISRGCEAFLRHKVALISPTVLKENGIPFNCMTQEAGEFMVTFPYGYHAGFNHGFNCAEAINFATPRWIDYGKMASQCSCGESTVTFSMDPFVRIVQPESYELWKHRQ
RGS12 GoLoco inh = RGS12 GoLoco-Gai1 interaction inhibition. P63096. Gai1:RGS12 GoLoco peptide FP, rhodamine, 10 min. Potency, µM (top dose mostly 61.6 µM), for the others: at the top dose activity, negative = inhibition, hits mostly inhibitors. 230,000 tested, 0.44% active; active = well fitted inhibition curve with a large enough effect, not every such curve was filed as active; inactive = no such curve, though single readings can be large or run the other way; note: % is set by controls: 0 for no effect and ±100 for the full control effect; nearly all actives have a fitted effect of over 30% in size; many of its hits are not listed in these tables
Target sequence (P63096 whole entry, looked up): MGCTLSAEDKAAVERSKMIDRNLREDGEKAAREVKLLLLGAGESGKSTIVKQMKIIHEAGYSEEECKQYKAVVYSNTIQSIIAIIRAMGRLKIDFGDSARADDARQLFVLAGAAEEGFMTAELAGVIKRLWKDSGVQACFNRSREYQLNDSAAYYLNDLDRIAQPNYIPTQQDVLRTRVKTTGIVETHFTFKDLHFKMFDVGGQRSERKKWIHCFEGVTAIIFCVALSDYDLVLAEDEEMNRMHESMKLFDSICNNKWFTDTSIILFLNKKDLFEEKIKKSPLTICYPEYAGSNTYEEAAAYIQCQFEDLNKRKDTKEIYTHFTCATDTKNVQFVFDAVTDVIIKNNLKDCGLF
GAA glycogen mod = alters human alpha-glucosidase cleavage of glycogen; P10253; recombinant GAA, glycogen substrate, Amplex Red glucose oxidase fluorescence; Potency, µM (titrated, usually from 76.4 µM), for the others: top-dose activity change, negative = inhibition, most hits filed as inhibitors; 300,000 tested, 0.38% active;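 note: 0% = full enzyme reaction and -100% = no-enzyme basal signal; the screen sought inhibitors and activators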
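qHTS, 1536-well; enzyme 4 nM final; cpd up to 77 uM; substrate bovine liver glycogen 30 ug; 50 mM citrate/phosphate pH 5.0, 0.01% Tween-20; 37 C, 40 min; Amplex Red detection 45 min RT; Hill fit → AC50.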
aGal spleen mod = inhibits or activates alpha-galactosidase in human spleen homogenate. AID 2107. P06280. 240,000 tested, 0.008% active. Potency, µM (top dose mostly 80 µM), for inactives: at the highest dose activity change, negative = inhibition, hits mostly inhibitors. human spleen homogenate, 4MU-alpha-Gal fluorescence, 40 min;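 note: 0% = enzyme with vehicle and -100% = no enzyme basal signal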
Target sequence (P06280 32-429 limits assumed): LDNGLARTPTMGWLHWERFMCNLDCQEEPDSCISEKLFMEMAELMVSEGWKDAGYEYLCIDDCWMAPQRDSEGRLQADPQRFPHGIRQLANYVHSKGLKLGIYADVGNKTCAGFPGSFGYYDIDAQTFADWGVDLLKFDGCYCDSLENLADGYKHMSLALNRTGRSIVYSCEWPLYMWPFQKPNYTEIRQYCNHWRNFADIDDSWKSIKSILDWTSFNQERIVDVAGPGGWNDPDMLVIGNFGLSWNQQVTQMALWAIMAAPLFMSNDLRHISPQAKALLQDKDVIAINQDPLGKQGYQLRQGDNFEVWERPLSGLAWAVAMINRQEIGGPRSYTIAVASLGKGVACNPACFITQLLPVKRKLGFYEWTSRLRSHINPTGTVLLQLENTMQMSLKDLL
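Spleen homogenate 1 ug + cpd (titration) + 4-MU-alpha-D-galactopyranoside 1 mM; 37C 40 min; 50 mM citrate/phosphate pH 5.0, 0.01% Tween-20; stop pH 10; fluorescence 365/440; AC50 via Hill.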
aGlu spleen mod = lysosomal alpha-glucosidase (human) modulation; 240,000 tested, 0.006% active; P10253; human spleen homogenate, 4-MU-alpha-glucoside fluorescence; Potency, µM (doses to about 79.9 µM), inactives show at the highest dose activity change, negative = inhibition, actives largely listed as inhibitors;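 note: 0% = enzyme with vehicle and -100% = no enzyme basal signal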
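Enzyme source: human spleen homogenate, 1 ug/well. Buffer 50 mM citric acid/K phosphate pH 5.0, 0.01% Tween-20. 4-MU-alpha-glucoside 1 mM; 37 C x 40 min; NaOH/glycine stop; fluorescence.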
ALDH1A1 inh = inhibitors of human aldehyde dehydrogenase 1A1; P00352; Purified ALDH1A1, NADH fluorescence, propionaldehyde substrate; Potency, µM (highest dose often 75.3 µM), inactives show at the top dose activity, negative = inhibition, hits mostly inhibitors; 220,000 tested, 7.3% active; AID 1030; active = well fitted inhibition curve with a large enough effect, not every such curve was filed as active; inconclusive = small, poorly fitted or top-dose-only effect, or another doubt; inactive = no such curve, though single readings can be large or run the other way;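 note: plate controls were no enzyme wells and a reference inhibitor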
SMN2 splice enh = SMN2 splice variant enhancement. HEK293 SMN2-luciferase splicing reporter, luminescence, 30-36 h. Potency, µM (top dose mostly 46.1 µM), without a hit: at the highest dose activity change, positive = activation, usual class: activators. 210,000 tested, 2.8% active; note: % of control where 0% means no effect; nearly all actives have a fitted effect of over 55% in size
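HEK293 cells carry an SMN2 […]–luciferase reporter in which exon 7 inclusion puts luciferase in frame. Cells were plated 10-12 h before compound addition, then incubated 30-36 h at 37C. ONE-Glo luminescence was read; sodium butyrate at 4.5 mM final served as control.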
GAA inhib = alpha-glucosidase (human) inhibition; Potency, µM (top dose mostly 76.9 µM), without a hit: at the top dose activity change, negative = inhibition, usual class: inhibitors; purified human GAA, 4-MU-alpha-glucoside fluorescence; P10253; 200,000 tested, 0.005% active;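 note: plate controls were uninhibited enzyme wells for no effect and no-enzyme background for full effect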
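qHTS format, compound range up to 77 uM. Human lysosomal enzyme at 4 nM, 400 uM 4-MU glucoside substrate, pH 5.0, 20 min room temperature; fluorescence after alkaline stop gives activity normalized to controls.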
Starred values were filed as active, the others as inactive; ? = inconclusive; nt = not tested or not shown; & = joins results of further samples; [ ] = remark or other dose. Unless noted, calls come from the whole dose curve; as a rule, active = well fitted curve in the direction sought with a large enough effect; inconclusive = small, poorly fitted or top-dose-only effect, or another doubt; inactive = no such curve, though single readings can be large; an effect the other way counts as inactive or inconclusive. Potency is the fitted concentration of half-maximal effect. A portion of the library; the hit share may differ from the screen's.

SMILES	KDM4E inh	RGS12 GoLoco inh	GAA glycogen mod	aGal spleen mod	aGlu spleen mod	ALDH1A1 inh	SMN2 splice enh	GAA inhib
CCC(Sc1nc(N)c(NC(=O)c2ccc(OC)c(OC)c2)c(=O)[nH]1)C(=O)OC (configuration not stated)	0%	5%	8%	2%	1%	12%	9%	1%[15.4 µM]
O=C1CN(C(=O)/C=C/c2ccc(Cl)cc2)c2ccccc2N1	-5%	9%	0%	-1%	4%	-12%	-1%	3%
CCc1nc2sccc2c(=O)n1N	3%	-1%	-8%	9%	6%	-5%	16%	-6%
O=C(Nc1ccc(Cl)cc1)N1CCN(c2ccccc2)CC1	2%	-4%	-5%	-5%	0%	2%	-4%	0%
O=C(CCCCC(=O)NC1CCCC1)NC1CCCC1	5%	12%	4%	-8%	6%	10%	-32%[inhibitor]	-2%
Cc1ccccc1OCC(=O)NCC(=O)N/N=C/c1cccc([N+](=O)[O-])c1	9%	2%	-11%	3%	3%	9%	-3%	3%
O=C(OCc1ccccc1)Oc1cncc(C(=O)O)c1	-8%	-5%	3%	-3%	-3%	-1%	-9%	3%
COc1ccc(N2CCN(CCCNC(=O)C3CCN(S(=O)(=O)N4CCOCC4)CC3)CC2)cc1	-5%	6%	-15%	-5%	0%	6%	-16%	-2%
Nc1nonc1/C(=N/O)N1CCN(CCO)CC1	9%	2%	-7%	6%	4%	4%	-4%	-2%
Cc1ccccc1N1CC(=O)Nc2c(oc3nc(-c4ccccc4)cc(C)c23)C1=O	?	11%	3%	2%	-2%	nt	nt	nt
NS(=O)(=O)c1ccc(NC(=S)NCc2ccc(F)cc2)cc1	-8%	-1%	-23%	-19%	3%	?	1%	?
Cc1ccc(OCC(=O)N(C)CC(=O)Nc2ccc(F)cc2)c([N+](=O)[O-])n1	-2%	-14%	4%	-9%	3%	19%	-7%	1%
COc1ccc(C(=O)Nc2nc3ccccc3[nH]2)cc1S(=O)(=O)N1CCCC1	-1%	6%	-4%	4%	-1%	11%	18%	1%
FC(F)(F)c1ccc(CSc2ccccn2)cc1	-3%	1%	-5%	8%	5%	nt	nt	nt
CCCCC(c1nnnn1Cc1ccco1)N1CCN(c2nc3ccccc3s2)CC1 (configuration not stated)	-10%	10%	-9%	-1%	-4%	-10%	-18%	-6%
Cc1onc(C(N)=O)c1C(=O)Nc1ncc(C(F)(F)F)cc1Cl	5%	-4%	3%	4%	-3%	11%	nt	-2%
CN(CC(=O)NC1CCCCCCC1)S(=O)(=O)c1cnc[nH]1	-1%	5%	5%	1%	9%	8%	-11%	0%
O=C(c1ccc(F)cc1)n1c(=S)nc2ccccn21	?	11%	5%	-2%	-15%	25µM*	nt	-7%
CN1C(=O)N(S(=O)(=O)c2ccc(F)c(F)c2F)C(=O)C1(C)C	8%	-22%	13%	-2%	-3%	-2%	-1%	-13%
COc1ccc(/C=C/C(=O)OCC(=O)Nc2cc3oc4ccccc4c3cc2OC)cc1	1%	8%	1%	11%	4%	-4%	-1%	1%
Cc1ccc(NC(=O)COc2ncnc3sccc23)cc1S(=O)(=O)N(C)C	-3%	26%	1%	-5%	-4%	-12%	-7%	3%
COc1ccc(-c2nn(C)c(=O)[nH]2)cc1	0%	0%	-1%	5%	-1%	1%	nt	-7%
CCNC(=S)N(CCc1ccc(OC)c(OC)c1)Cc1cc2cc(OC)ccc2[nH]c1=O	?	6%	-14%	1%	-6%	?	nt	3%
CC(C)Nc1nc(NC(C)(C)C)nc(Oc2ccc(=O)n(-c3ccccc3)n2)n1	31%[activator]	10%	3%	13%	-2%	6%	5%	3%
Cc1ccc2c(c1)N(CCC(=O)NC1CC1)C(=O)C(C)O2 (configuration not stated)	0%	12%	8%	-23%	-23%	?	-2%	?
CC(C)(C)c1ccc2c(c1)N(CC(=O)O)C(=O)CO2	6%	0%	8%	2%	-5%	3.2µM*	14%	8%
CC(=O)c1cccc(CN2CCN(Cc3ccc(C)cc3)C(CCO)C2)c1 (configuration not stated)	9%	4%	10%	-7%	-4%	9%	nt	-3%
O=C(NCc1ccc(OC(F)(F)F)cc1)C1CC(c2ccccc2[N+](=O)[O-])=NO1 (configuration not stated)	-4%	6%	0%	-13%	-4%	-7%	-4%	?
CCN(CC(=O)Nc1ccc(OC)c(Cl)c1)CC(=O)NC(C)C	-17%	-8%	0%	5%	4%	-11%	-8%	5%
CN1CC(c2ccccc2Cl)C2(COc3ccccc3C2=O)C12C(=O)Nc1ccccc12 (configuration not stated)	-6%	-14%	-11%	14%	-4%	1.4µM*	-12%	?
CN(C)c1ccc(NC(=O)c2cccc(N3C(=O)CCC3=O)c2)cc1	-29%	-31%	11%	-1%	-4%	19µM*	-12%	-6%
Cc1ccc(NC(=O)C(CC(C)C)NC(N)=O)cc1 (configuration not stated)	-1%	-4%	-4%	2%	-7%	10%	-11%	4%
CN(C)c1nc(Oc2ccc(OCCOc3ccccc3)nn2)nc(N(C)C)n1	-2%	-11%	-9%	3%	5%	3%	nt	?
COc1ccc(CCNC(=O)c2ccc(SC)cc2OC)cc1	2%	7%	15%	-5%	0%	?	-6%	?
Cc1ccc(-n2nc(-c3ccco3)cc2C(=O)O)c(C)c1	?	1%	1%	-10%	-23%	7%	11%	2%
COC(=O)c1ccc(C23CC4(C2)[C@H](CN(C)[C@@H]4c2ccccc2)C3c2ccc(Cl)nc2)cc1 (some centres not stated)	?	14%&3%	2%	-2%&-1%	-3%&-9%	-8%	-16%	nt
Cc1ccc(Oc2nc(-c3ccccc3)ncc2S(C)(=O)=O)cc1	5%	9%	6%	2%	-10%	5%	4%	-4%
O=C(CSc1nnc2scc(-c3ccccc3)n12)NCc1ccco1	5%	7%	1%	6%	-10%	-1%	5%	-9%
N#Cc1ccccc1Cn1cc(C#N)c2ccccc21	4%	0%	-9%	0%	0%	?	-31%[inhibitor]	-2%
CC1CCN(C(=O)/C(=C/c2ccccc2Cl)c2ccccc2)CC1	-4%	7%	-5%	20%	1%	?	-14%	-1%
O=C(O)COc1ccccc1/C=N/NC(=O)CSc1nnc(SCc2cccc3ccccc23)s1	5%	-3%	8%	7%	2%	nt	nt	nt
Nc1nnc(CC(c2ccccc2)c2ccccc2)s1	4%	-15%	5%	0%	-6%	1%	14%	-4%
CC(C)=N/N=C(\N)SCc1ccccc1	-4%	12%	?	1%	-10%	nt	nt	nt
Cc1ccc(Cn2nnc(C(=O)Nc3cccc(C)c3C)c2N)cc1	?	-4%	-15%	-10%	-10%	7%	-11%	-1%
CCCCCCCCNC(=O)CC(NS(=O)(=O)c1ccc(NC(C)=O)cc1)C(C)C (configuration not stated)	-2%	5%	-20%	-11%	-18%	21%	-19%	-6%
CC(C)C(NC(=O)CC12CC3CC(CC(C3)C1)C2)C(=O)O (configuration not stated)	5%	6%	5%	7%	5%	5%	-12%	-7%
CCCCCC(=O)NNC1CC(=O)N(c2cccc(OCC)c2)C1=O (configuration not stated)	14%	-7%	1%	-7%	2%	nt	nt	nt
CCCn1cc(CN2CCC(Cc3cccc(F)c3)(C(=O)OCC)CC2)c(C)n1	-2%	7%	-2%	-3%	-4%	nt	nt	nt
O=C(NCCC1=CCCCC1)C1CCCN(S(=O)(=O)c2ccccc2)C1 (configuration not stated)	-5%	-5%	-17%	0%	-10%	-19%	-44%[inhibitor]	-5%
Nn1c(Cc2ccccc2)n[nH]c1=S	-1%	12%	21%	2%	7%	7%	nt	7%
COc1ccc2c(c1)N(C(=O)CN1C(=O)C3CCCCC3C1=O)C(C)(C)C=C2C (configuration not stated)	3%	-6%	-19%	-2%	-1%	?	?	?
CCOC(=O)N1CCC(=NNc2ccnc3cc(Cl)ccc23)CC1	?	-9%	?	-5%	2%	-10%	-8%	-5%
Cn1c(CN2CCOCC2)nnc1SCc1cccc(F)c1	-4%	16%	-7%	5%	1%	1%	11%	-6%
CC1CCN(S(=O)(=O)c2ccc(NC(=O)c3cccs3)cc2)CC1	2%	5%	-9%	5%	-4%	3%	-39%[inhibitor]	-9%
COC(=O)[C@H](CC(C)C)NC(=O)Nc1cccc(Br)c1	4%	3%	-1%	-3%	-2%	-4%	1%	2%
CCCn1c(=N)n(CC(O)c2ccc(C)cc2)c2ccccc21 (configuration not stated)	7%	9%	-4%	0%	-1%	nt	nt	nt
CCOC(=O)c1c(CCl)nc2ccccc2c1-c1ccccc1	?	3%	-8%	8%	-2%	nt	nt	nt
COc1ccc(-c2nnc(SC(C)C(=O)NCc3ccc4c(c3)OCO4)n2Cc2ccco2)cc1 (configuration not stated)	-5%	14%	1%	5%	-9%	?	1%	6%
CCCCOC(=O)C1=C(C)Nc2nnnn2C1c1ccc(OC)c(OC)c1OC (configuration not stated)	-1%	-1%	2%	-15%	-6%	8%	2%	1%
O=C(Nc1ccc(Cl)cc1)N1CCSC1=NCc1ccccc1	5%	7%	0%	22%	8%	nt	nt	nt
Further results follow:
SMILES	KDM4E inh	RGS12 GoLoco inh	GAA glycogen mod	aGal spleen mod	aGlu spleen mod	ALDH1A1 inh	SMN2 splice enh	GAA inhib
CC(=O)c1sc(C(C)(C)C)cc1NC(=O)/C=C/C(=O)O	1%	7%	5%	-2%	4%	nt	nt	nt
CCN(C(=S)Nc1ccccc1F)C1CCCCC1	10%	0%	-2%	-1%	4%	-2%	-23%	?
C(=N\Nc1nc2ccccc2[nH]1)/c1c[nH]c2ccccc12	-30%	1%	22µM*	11%	-1%	-2%	?	-2%
O=C(Cn1cnc2ccccc2c1=O)NCCC(=O)N1CCN(Cc2ccccc2)CC1	2%	-3%	5%	8%	6%	?	-16%	-10%
CC(C)NC(=O)Cn1cc(C(=O)C2CC2)c2ccccc21	3%	5%	-9%	8%	1%	-7%	nt	2%
O=C(Nc1ccc(Cn2cccn2)cc1)c1ccc(COc2ccccc2Br)cc1	-8%	2%	1%	2%	-4%	6%	-43%[inhibitor]	-4%
CCOc1ccc(Oc2cc(NC(=O)c3ccco3)cc([N+](=O)[O-])c2)cc1	1%	10%	12%	2%	-4%	-7%	-39%[inhibitor]	-2%
O=C(OCCN1CCCCC1)c1ccccc1Cl	-7%	-2%	7%	-5%	-3%	4%	-5%	-15%
